Compound activity deposited in PubChem by National Center for Advancing Translational Sciences (NCATS).
A549 viability = counter-screen for Nrf2 inhibitors: cytotoxicity in A549 cells | A549 ARE-Fluc cells, CellTiter-Fluor viability, 18-24 h | Potency, µM (titrated, usually from 46 µM), without a hit: top-dose activity change, negative = cytotoxicity, hits mostly inhibitors | 390,000 tested, 0.16% active; note: potency is the fitted concentration of half-maximal effect; % is set by controls: 0 for no effect and ±100 for the full control effect
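A549 ARE_Fluc cells in 5% FBS OPTI-MEM were exposed to compounds in concentration-response for 18-24 h at 37 deg C. Viability was read by CellTiter-Fluor fluorescence (Ex 405/Em 525) after 30 min, before the luciferase read.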
Akt phos inh = blocks phosphorylation of Akt | Neuro2A IGF-stimulated pAkt S473 HTRF, 20 min; stronger effect = lower value | activity change, % for hits at 50 µM | 360,000 tested, 0.32% active; in the data active = activity change below about -80%; inconclusive = mostly about -51% to -80%; note: % is set by controls: 0 for no effect and ±100 for the full control effect
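Single-point screen (50 µM final compound) in Neuro2A cells stimulated 20 min with 6 nM IGF at 37 deg C. After lysis, Ser473-phosphorylated Akt read by HTRF (ex 330 nm, em 615/665 nm) as the 665/615 ratio.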
S2 tox = viability counter-screen for ATXN expression inhibitors. S2 cells (HEK-293 line with an ATXN2-luciferase reporter) viability, CellTiter-Fluor protease fluorescence, 24 h. Potency, µM (titrated, usually from 56.7 µM), hits mostly cytotoxic. 400,000 tested, 0.49% active. AID 651635; note: potency is the fitted concentration of half-maximal effect; nearly all actives have a fitted effect of over 40% in size
TGFb inhibitor = inhibitors of TGF-b signaling. HepG2 CAGA-GFP TGF-b/SMAD3 reporter, GFP fluorescence, 18 h; TGF-beta stimulated, 500 pg/mL final. Potency, µM (top dose mostly 46.1 µM), without a hit: at the top dose activity, negative = inhibition, hits mostly inhibitors. 410,000 tested, 1.2% active. AID 588855; note: potency is the fitted concentration of half-maximal effect; % is set by controls: 0 for no effect and ±100 for the full control effect; nearly all actives have a fitted effect of over 65% in size
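Inhibition was scored as loss of TGF-beta-induced (500 pg/mL final, 18 hours, 37 degrees C) GFP in HEPG2 cells carrying a CAGA-GFP reporter, in DMEM with 1% FBS. Well GFP was summed per cell; Activity was normalised to unstimulated and stimulated DMSO wells, then concentration-response fitting.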
CCT chaperon mod = changes cytosolic chaperonin activity; purified chaperonin ATPase assay, HTRF ADP detection, 30 min; activity change, % (no concentration beside the values), hits read low; 360,000 tested, 0.3% active; in the data active = activity change below about -30%; note: % is set by controls: 0 for no effect and ±100 for the full control effect
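Enzyme 40 or 20 nM (batch-dependent) in Tris pH 7.4/KCl/MgCl2/DTT; cpd 76 uM single point; ATP 10 uM; 30 min 37 °C; Transcreener ADP HTRF detection, 30 min RT; ratio 665/615.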
Mm-Cpn inhibitor = M. maripaludis TRiC chaperonin inhibition. purified Mm-Cpn ATPase, ADP Transcreener TR-FRET. Potency, µM (highest dose often 76.9 µM), without a hit: top-dose activity, negative = inhibition, most hits filed as inhibitors. 330,000 tested, 0.031% active; note: potency is the fitted concentration of half-maximal effect; % is set by controls: 0 for no effect and ±100 for the full control effect; nearly all actives have a fitted effect of over 80% in size
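Purified archaeal Mm-CPN (25nM final) preincubated 10 min at 37degC with compound, then 10uM ATP for 30 min at 37degC; ADP measured by HTRF Transcreener TR-FRET; buffer 30 mM TRIS pH 7.4, 100mM KCl, 5mM MgCl2, 1mM DTT.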
HepG2 viability = HepG2 cytotoxicity, counter-screen for TGF-b inhibitors; HepG2 CAGA-GFP viability, ATP luminescence, 18 h; Potency, µM (titrated, usually from 46.1 µM), for the others: at the top dose activity change, negative = cytotoxicity, most hits filed as cytotoxic; 410,000 tested, 0.76% active; AID 588856; note: potency is the fitted concentration of half-maximal effect; some results filed as inactive show a strong effect at the top dose
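HepG2 CAGA-GFP cells (1000/well, DMEM with 1% FBS) received compound, then TGF-beta at 500 pg/mL final, and were incubated 18 hours at 37 degrees C. Viability was read by CellTiter-Glo luminescence. Media-only wells were set as complete cell-killing and DMSO as no toxicity.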
Nrf2 activator = Nrf2 pathway activation. AREc32 ARE-luciferase reporter (MCF7-derived line), luminescence, 24 h. Potency, µM (series often up to 46.1 µM), inactives show at the top dose activation, most hits filed as activators. 410,000 tested, 0.31% active; note: potency is the fitted concentration of half-maximal effect; % of control where 0% means no effect; nearly all actives have a fitted effect of over 65% in size
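Quantitative high-throughput format: AREc32 reporter cells, 1000 per well, received compound by pin transfer and were incubated 24 hr at 37 deg C, 5% CO2, before Steady-Glo luminescence detection.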
Nrf2 inh = Nrf2 pathway inhibition | A549 ARE-Fluc reporter, luciferase luminescence, 18-24 h | Potency, µM (top dose mostly 46 µM), for the others: top-dose activity change, negative = inhibition, actives largely listed as inhibitors | 360,000 tested, 2.1% active; note: potency is the fitted concentration of half-maximal effect; % is set by controls: 0 for no effect and ±100 for the full control effect; nearly all actives have a fitted effect of over 60% in size
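Quantitative HTS in A549 cells stably bearing an antioxidant response element-firefly luciferase construct. Inhibition of Nrf2-driven transcription was scored by luminescence after 18-24 h of compound exposure at 37 °C.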
* = called active by the depositor; i = inactive; ? = inconclusive; . = not tested or not shown; & = joins results of further samples. Unless noted, calls come from the whole dose curve; as a rule, active = well fitted curve in the direction sought with a large enough effect; inconclusive = small, poorly fitted or top-dose-only effect, or another doubt; inactive = no such curve, though single readings can be large; an effect the other way counts as inactive or inconclusive.

SMILES	A549 viability	Akt phos inh	S2 tox	TGFb inhibitor	CCT chaperon mod	Mm-Cpn inhibitor	HepG2 viability	Nrf2 activator	Nrf2 inh
Cc1ccc2oc(C(=O)N(Cc3ccc(N(C)C)cc3)CC3CCCO3)c(C)c2c1 (configuration not stated)	-14.3%&-3.6%	i	i	?	-0.5	-0.1%	-8.5%&-34.7%	-0.7%&4.2%	?
CCc1ccc(N2C(=O)/C(=C/c3cccs3)N(CC(=O)OC)C2=S)cc1	-19.0%	i	i	-4.9%	-5.2	-1.9%	-3.2%	-0.6%	-13.2%
CCOC(=O)c1cc(-c2ccccc2)n(-c2cccc(C(=O)Nc3ccc(OCC)cc3)c2)c1C	3.9%	.	.	0.0%	.	.	-10.4%	-1.9%	.
C/C(CCC(C)C)=N\Nc1ccc(S(N)(=O)=O)cc1[N+](=O)[O-]	-17.4%	i	i	?	0.5	1.1%	-47.0%	-0.8%	?
O=C(O)c1cccc(NS(=O)(=O)/C=C/c2ccccc2)c1	4.0%	i	i	-4.4%	-13.7	0.3%	0.6%	-0.8%	1.0%
Cc1noc(/C=C/c2ccc(-c3ccccc3Cl)o2)c1[N+](=O)[O-]	-1.5%	i	?	3.3%	-3.8	2.3%	-4.1%	2.6%	12.8%
CCOC(=O)Cc1csc(NC(=O)c2ccc(Cl)nc2)n1	-8.0%	i	i	-16.6%	0.2	2.2%	3.7%	-0.1%	?
Cc1ccc(S(=O)(=O)NN2C(=O)/C(=C/c3cccc(F)c3)SC2=S)cc1	-6.6%	i	i	?	-0.2	0.0%	-29.9%	5.2%	-10.1%
O=C(NCCN1CCCC1)c1cc(-c2ccncc2)nc2ccc(S(=O)(=O)N3CCOCC3)cc12	0.1%	i	i	-0.2%	0.0	-2.1%	3.9%	-0.7%	-1.0%
CCOC(=O)c1ccc(N2C(=O)c3n[nH]c(C)c3C2c2ccc(CC)cc2)cc1 (configuration not stated)	2.6%	.	i	?	.	.	-84.2%	-0.3%	-0.2%
COc1cccc(CNC(=O)[C@@H]2CCCN2C(=O)[C@@H]2CCCN2C(=O)c2cccs2)c1	.	i	i	.	-1.4	.	.	-0.5%	.
CCCOc1c(Br)cc(C(=O)OCC(=O)NC2CC2)cc1OC	1.0%	i	i	-18.2%	0.5	-0.9%	6.5%	-0.1%	23.8%
COc1ccccc1CNc1nccn(-c2ccc(F)cc2)c1=O	0.7%	.	i	-10.4%	.	.	2.5%	6.6%	?
Cc1ccc(-n2cc(CNC(C)c3cnn(C)c3)c(-c3ccc(F)cc3)n2)cc1 (configuration not stated)	-0.4%	i	i	-22.9%	-2.3	-0.5%	7.5%	5.9%	-3.9%
CN(CC(=O)O/N=C(\N)c1ccc([N+](=O)[O-])cc1)S(=O)(=O)c1ccccc1	3.1%	i	i	11.7%	0.7	2.0%	-6.0%	2.6%	.
COC(=O)Cc1ccc(NC(=S)NC2CC2)cc1	-4.5%	i	?	-0.7%	0.0	2.1%	0.9%	-0.2%	7.8%
CC1SC(c2ccc(Cl)cc2Cl)NC1=O (configuration not stated)	9.0%	i	i	?	-0.5	-2.1%	-6.2%	-0.4%	15.8%
C=CCSc1nc2sc3c(c2c(=O)n1-c1ccc(C)cc1)CCN(C)C3	2.2%	i	i	-11.3%	-0.4	-1.6%	-15.4%	4.6%	?
CCCCOc1ccc(NS(=O)(=O)c2ccc(-n3cnnn3)cc2)cc1	9.4%	i	i	-8.3%	-0.1	-0.5%	-25.2%	-0.8%	9.0%
Cc1cccc(/C=N/NC(=O)C(C)Nc2cccc3ccccc23)n1 (configuration not stated)	20.0%	i	i	-28.3%	2.0	-0.1%	-25.1%	2.7%	-23.4%
CCOC(=O)CN1N=C(/C=C/c2ccc(C)cc2)CCC1=O	1.9%	i	i	-19.1%	0.4	1.3%	-9.4%	7.4%	.
C=CCN1C(=O)CSc2ccc(C(=O)OCC)cc21	-7.2%	i	i	29.3%	-3.8	-0.4%	-17.0%	0.4%	6.0%
CCN(CC)c1ccc2cc(C=O)c(=O)oc2c1	12.4%	i	.	?	-0.3	.	-42.5%	3.7%	-13.0%
CCOc1ccc(NC(=O)CSc2nnc(CC)c(CC)n2)cc1	2.0%	.	.	-19.7%	.	.	-32.9%	4.5%	29.2%
O=C(/C=C/c1cccc([N+](=O)[O-])c1)N1CCN(C(=O)c2ccco2)CC1	-0.3%	i	i	-5.3%	0.0	2.0%	-7.3%	17.0%	?

Next section:
SMILES	A549 viability	Akt phos inh	S2 tox	TGFb inhibitor	CCT chaperon mod	Mm-Cpn inhibitor	HepG2 viability	Nrf2 activator	Nrf2 inh
COCCCNC(=O)CN(c1cc(C(F)(F)F)ccc1Cl)S(C)(=O)=O	-0.5%	i	i	-18.9%	-1.2	1.3%	-1.9%	-0.1%	3.6%
Nc1ncc(-c2ccc([N+](=O)[O-])cc2)cn1	-5.8%	i	i	16.1%	-2.6	-0.6%	-10.1%	-0.3%	2.8%
COc1ccc(NC(=O)CS(=O)CC(=O)Nc2cccnc2)cc1 (configuration not stated)	-1.7%	i	i	0.3%	1.2	0.2%	5.4%	-0.2%	0.3%
Cc1ccc(Cn2c(CCNc3nc(-c4ccc(Cl)c([N+](=O)[O-])c4)cs3)nc3cc(C(=O)NCCCO)ccc32)cc1	-1.5%	i	?	?	-1.8	.	-50.0%	0.4%	-25.3%
CN(C(=O)CSc1nc(-c2ccc(C(C)(C)C)cc2)c(C#N)c(=O)[nH]1)C1CCCCC1	0.2%	i	?	?	-3.9	-3.3%	-8.9%	-0.4%	0.1%
CCOC(=O)c1c(C)oc2nc(C)nc(NCc3cccc(Cl)c3)c12	21.7%	.	i	16.2%	.	.	1.7%	-0.1%	27.5%
Cn1c(NCc2ccco2)nc2c1c(=O)n(Cc1ccc(Cl)c(Cl)c1)c(=O)n2C	-2.9%	i	i	?	-1.3	2.4%	2.7%	3.3%	.
CC(=O)N1CCc2c(sc3c2c(=O)n(-c2ccccc2)c(=O)n3CC(=O)Nc2ccccc2)C1	-3.5%	.	i	-3.6%	.	.	-7.9%	3.5%	.
O=C(c1ccco1)N1CCN(C(=O)c2cc(Cl)nc3ccccc23)CC1	-4.9%	i	?	5.4%	-0.4	-0.3%	-1.6%	0.2%	-22.1%
O=C(Nc1cccc(S(=O)(=O)N2CCCCC2)c1)c1ccc(S(=O)(=O)C(F)F)cc1	-19.1%	i	?	-27.4%	-0.4	-0.7%	15.3%	0.2%	18.4µM*
O=C(Cn1cnc2c(NC(=O)OCc3ccccc3)ncnc21)NCCN1CCOCC1	4.0%	i	i	6.7%	-3.9	-0.4%	4.0%	0.2%	5.0%
CC(OC(=O)C1CC=CCC1C(N)=O)C(Cl)=C(Cl)Cl (configuration not stated)	.	i	i	-4.1%	-2.5	2.6%	0.9%	-0.4%	3.6%
CC(C)OC(=O)CSc1nc(N2CCOCC2)c2c(c1C#N)CC(C)(C)OC2	3.1%	i	i	0.0%	1.0	1.2%	0.8%	-0.1%	-10.7%
O=c1cc(-c2ccccc2)c2cc(Cl)c3c(c2o1)CN(Cc1ccccc1)CO3	?	.	.	1.8%	.	.	-1.3%	-1.4%	5.7%
Cc1c(C(=O)N2CCCC2)oc2c1-c1nn(CC(=O)NCc3ccccc3Br)cc1CC2	-12.0%	.	.	?	.	.	-9.1%	1.1%	?
COc1ccc2c(c1)c(=O)oc1c(C)c(OC(C)C(=O)N[C@@H](Cc3c[nH]c4ccc(O)cc34)C(=O)O)ccc12 (some centres not stated)	5.3%	i	i	-16.8%	-0.5	-0.7%	-0.1%	-1.2%	5.6%

Sorted by SMILES length (lowest first): some entries from above
SMILES	A549 viability	Akt phos inh	S2 tox	TGFb inhibitor	CCT chaperon mod	Mm-Cpn inhibitor	HepG2 viability	Nrf2 activator	Nrf2 inh
Nc1ncc(-c2ccc([N+](=O)[O-])cc2)cn1	-5.8%	i	i	16.1%	-2.6	-0.6%	-10.1%	-0.3%	2.8%
COc1ccc(NC(=O)CS(=O)CC(=O)Nc2cccnc2)cc1 (configuration not stated)	-1.7%	i	i	0.3%	1.2	0.2%	5.4%	-0.2%	0.3%
COCCCNC(=O)CN(c1cc(C(F)(F)F)ccc1Cl)S(C)(=O)=O	-0.5%	i	i	-18.9%	-1.2	1.3%	-1.9%	-0.1%	3.6%
CN(C(=O)CSc1nc(-c2ccc(C(C)(C)C)cc2)c(C#N)c(=O)[nH]1)C1CCCCC1	0.2%	i	?	?	-3.9	-3.3%	-8.9%	-0.4%	0.1%
CC(=O)N1CCc2c(sc3c2c(=O)n(-c2ccccc2)c(=O)n3CC(=O)Nc2ccccc2)C1	-3.5%	.	i	-3.6%	.	.	-7.9%	3.5%	.
Cc1ccc(Cn2c(CCNc3nc(-c4ccc(Cl)c([N+](=O)[O-])c4)cs3)nc3cc(C(=O)NCCCO)ccc32)cc1	-1.5%	i	?	?	-1.8	.	-50.0%	0.4%	-25.3%

Marked active in Nrf2 inh, among the entries above:
SMILES,Akt phos inh,CCT chaperon mod,Mm-Cpn inhibitor,Nrf2 activator,Nrf2 inh
O=C(Nc1cccc(S(=O)(=O)N2CCCCC2)c1)c1ccc(S(=O)(=O)C(F)F)cc1,i,-0.4,-0.7%,0.2%,18.4µM*
